# SENP8 block-1 – inhibitors of human SENP8 protease; Q96LD8; purified SENP8, Z-RLRGG-aminoluciferin cleavage, luminescence; inhibition, % at 10 µM; 1.2% of 330,000 active; AID 2540; in the data active = inhibition above about 50%
# SENP7 inh – blocks the human protease SENP7; 1.5% of 330,000 active; inhibition, % at 5 µM; recombinant SENP7, Z-RLRGG-aminoluciferin luminescence, 40 min; Q9BQF6;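 active = inhibition above about 50% at the single test dose, limit read from the data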;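 note: plate controls were DMSO with enzyme for no effect and no enzyme buffer wells for full effect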
# Apaf1 inhib – inhibitors of human Apaf-1 apoptosome; 0.71% of 330,000 active; O14727; inhibition, % at 20 µM; reconstituted apoptosome caspase-3 activity, DEVD-Rh110 fluorescence; active = inhibition of at least 40% at 20 µM;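 note: plate controls were DMSO wells for no effect and DEVD-CHO caspase inhibitor wells for full effect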
#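 Assay system – apoptosome proteins · Medium – Hepes buffer, pH 7.5 · Also added – cytochrome c with DEVD-Rh110 · Timing – 30 min compound preincubation, 50 min activation, room temperature · Detection – Rh110 fluorescence, excitation 480 nm, emission 540 nm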
# NALP3 yeast inh – blocks the NALP3 inflammasome reconstituted in yeast; Yeast reconstituted NLRP3/ASC/caspase-1, beta-gal luminescence, 24 h; inhibition, % at 10 µM; 0.39% of 330,000 active;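 active = inhibition of 50% or more; inactive = inhibition below 50%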;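 note: plate controls were induced DMSO wells for no effect and uninduced yeast grown without galactose for full effect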
# PfGluPho inh – PfG6PD (Plasmodium falciparum) enzyme inhibition. inhibition, % at 20 µM. PfGluPho enzyme, NADPH resazurin-diaphorase fluorescence. 0.78% of 350,000 active. AID 504690;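 active = inhibition reaching at least a set limit at 20 µM in the primary screen, cut at about 59% in these data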;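 note: 0% = DMSO wells with substrate and 100% = DMSO wells lacking glucose-6-phosphate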
# SENP1 FRET inh – SENP1 (human) catalytic domain inhibition. recombinant SENP1 catalytic domain, CyPet-SUMO1-YPet FRET cleavage. inhibition, % at 10 µM. 0.21% of 360,000 active. AID 624204;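 active = inhibition at least 30% at 10 µM, raw YFP signal under a set limit, fluorescence ratio 0.5 to 1.5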;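 note: 0% = enzyme with DMSO and 100% = no enzyme wells; some results filed as inactive read as strong as hits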
# Target sequence (Q9P0U3 419-644 limits assumed): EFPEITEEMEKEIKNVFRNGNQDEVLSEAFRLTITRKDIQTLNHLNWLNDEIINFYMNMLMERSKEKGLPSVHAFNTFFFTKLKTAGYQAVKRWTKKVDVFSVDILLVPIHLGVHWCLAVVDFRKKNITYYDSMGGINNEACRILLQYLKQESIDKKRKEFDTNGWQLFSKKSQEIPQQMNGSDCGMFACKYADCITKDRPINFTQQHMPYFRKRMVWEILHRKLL
#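 Test system: human SENP1 catalytic domain; medium: Tris pH 8 buffer plus EDTA, NaCl, BME, BSA, NP40, catalase; incubation: 50 min reaction at room temperature; technique: FRET, CFP and YFP emission; controls: no-enzyme low control and enzyme-plus-DMSO high control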
# SENP6 block – inhibitors of human SENP6 protease. Q9GZR1. Recombinant SENP6 catalytic domain, aminoluciferin luminescence. inhibition, % at 10 µM. 1.8% of 330,000 active;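 active = inhibition above about 50% at the single tested dose, limit read from the data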;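 note: plate controls were DMSO wells with enzyme for no effect and DMSO wells lacking enzyme for full effect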
# Target sequence (Q9GZR1 628-1112 limits assumed): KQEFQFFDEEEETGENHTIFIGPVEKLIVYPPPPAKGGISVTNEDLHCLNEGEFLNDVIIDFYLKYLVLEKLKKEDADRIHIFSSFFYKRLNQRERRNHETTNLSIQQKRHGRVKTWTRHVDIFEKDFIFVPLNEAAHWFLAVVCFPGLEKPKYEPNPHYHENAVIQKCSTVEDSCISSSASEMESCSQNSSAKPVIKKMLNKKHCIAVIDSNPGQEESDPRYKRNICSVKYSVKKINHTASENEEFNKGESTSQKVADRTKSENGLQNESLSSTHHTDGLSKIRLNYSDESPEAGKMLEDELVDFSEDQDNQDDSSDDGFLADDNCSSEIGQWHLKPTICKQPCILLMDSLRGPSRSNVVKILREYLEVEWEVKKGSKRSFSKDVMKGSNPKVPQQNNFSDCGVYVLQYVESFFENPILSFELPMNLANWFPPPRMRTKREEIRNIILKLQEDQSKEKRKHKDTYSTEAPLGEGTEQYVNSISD
# SENP8 block-2 – SENP8 (human) protease inhibition; Q96LD8; recombinant SENP8, Nedd8 substrate fluorescence; inhibition, % at 20 µM; 0.64% of 360,000 active; AID 602440; in the data active = inhibition mostly above about 40%, no sharp cut-off; inactive = mostly below about 27%
# HKDC1 inhibitor – inhibitors of human hexokinase HKDC1. Q2TB90. recombinant HKDC1, G6PDH/diaphorase resazurin coupled fluorescence. inhibition, % at 20 µM. 0.16% of 340,000 active;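 active = inhibition above about 35% when tested at 20 µM, limit read from the data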;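 note: plate controls were DMSO wells with enzyme for no effect and DMSO wells lacking enzyme for full effect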
#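 Material: recombinant HKDC1 hexokinase; Amount: HKDC1 at 5 µg/mL; Medium: Tris pH 8.0 buffer with MgCl2, Tween-20, BSA, BME; Schedule: 90 min reaction incubation at room temperature, dark; Technique: coupled resazurin fluorescence, excitation 525 nm, emission 613 nm.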
# * hit, by the source's call; nt = not tested or not shown. Random draw from the library. Share with any hit: about 4.1%.
SMILES,SENP8 block-1,SENP7 inh,Apaf1 inhib,NALP3 yeast inh,PfGluPho inh,SENP1 FRET inh,SENP6 block,SENP8 block-2,HKDC1 inhibitor
Cc1ccc(S(=O)(=O)c2nc(S(C)(=O)=O)sc2NCC2CCCO2)cc1 (stereo not given),3,4,-8,7,-9,-3,13,5,2
CCc1ccc(NC(=O)COc2ccc(Br)cn2)cc1,-2,4,-1,1,-10,3,9,3,-10
COc1ccc(NC(=O)c2ccccc2NS(C)(=O)=O)cc1OC,-14,-11,2,15,-18,2,-8,2,-4
COc1ccc(NC(=O)CSc2nnc3n2CCCCC3)cc1,-9,9,-10,2,15,2,-12,8,0
N=c1sccn1CC(=O)NC(=O)NC1CCCC1,-1,-1,-2,10,1,2,-12,1,2
COc1ccc([C@H]2/C=C\CN(S(=O)(=O)c3cccc4cccnc34)[C@@H](C)C(=O)N2Cc2ccc(F)cc2)cc1,1,6,3,7,19,0,-20,5,-1
CN(C)N=Nc1ccc(S(=O)(=O)/N=C(\O)c2ccccc2)cc1,-5,-3,-12,6,-18,-1,0,3,2
Cc1cc(N2C3CCC2CC(O)(c2ccc(F)cc2)C3)nc(-c2ccccc2)n1 (stereo not given),8,8,18,8,-2,0,6,-14,9
Cc1cc(C(C#N)c2ccccc2)n2ncnc2n1 (stereo not given),5,8,-7,7,-10,-3,-5,-8,-4
Cc1ccc(OC(C)C(=O)N2CC(=O)Nc3ccccc32)cc1 (stereo not given),-7,-1,-5,-3,-16,2,-6,7,5
O=C(NCC(c1ccco1)N1CCN(c2ccccc2)CC1)c1cccs1 (stereo not given),-6,-2,11,2,-13,2,-13,19,-3
Clc1ccccc1-c1nc2nc3ccccc3nc2n1-c1ccc2c(c1)OCO2,-8,5,23,12,7,2,5,2,1
COc1ccc(-c2[nH]ncc2CN2CCCO2)c(F)c1,-5,-5,-3,-3,-9,-1,-5,16,1
C#CCOCCOCCOCCNc1nc(N2CCN(C(=O)[C@H]([C@@H](C)CC)n3cc(CCCCN)nn3)CC2)nc(N2CCN(C(=O)[C@H](CCCCN)n3cc(CCCC)nn3)CC2)n1,-2,-2,32,15,4,0,1,21,1
O=C(O)CCCC(=O)Nc1ccc(Cl)cc1,1,-2,5,10,-5,0,10,0,-10
CCOC(=O)N1CCN(S(=O)(=O)c2ccc(-n3cnnn3)cc2)CC1,8,7,-11,4,-11,2,6,7,-8
CC(C)(C)Nc1c2ccccc2nc2ccccc12,-6,9,15,-3,-3,-135,-5,-250,9
O=C(NC1CCCC1)C1CCN(S(=O)(=O)c2cccc3cccnc23)CC1,9,2,-3,0,3,-1,3,34,-2
COc1ccc(C(=O)NC2CC(C)(C)Cc3c2cnn3-c2ccccc2C)o1 (stereo not given),2,1,-35,17,1,-8,-10,-11,-3
CC(C)N(Cc1cnn(C)c1)C(=O)C1CCC(=O)N(CCc2cccc(F)c2)C1 (stereo not given),-9,-18,-2,14,-12,1,-9,-5,-7
O=C(O)c1cc(-c2ccc(Br)s2)nc2ccccc12,-4,-8,-36,19,16,-45,-15,-260,1
CCn1c(=O)c2sccc2n(CC(=O)NC2CCCCC2)c1=O,2,-2,-5,17,10,2,12,-2,-5
OC1(c2ccc(Cl)cc2)CCN(Cc2c[nH]c3ccccc23)CC1,-7,-10,11,26,6,-1,-2,11,-7
NS(=O)(=O)c1cccc(NC(=O)CCSc2ccc(Cl)cc2)c1,8,15,4,-2,26,2,11,5,2

# Arranged by the number under PfGluPho inh (smallest number first): some entries from above.
SMILES,SENP7 inh,NALP3 yeast inh,PfGluPho inh,SENP1 FRET inh,SENP6 block,HKDC1 inhibitor
CC(C)N(Cc1cnn(C)c1)C(=O)C1CCC(=O)N(CCc2cccc(F)c2)C1 (stereo not given),-18,14,-12,1,-9,-7
CCOC(=O)N1CCN(S(=O)(=O)c2ccc(-n3cnnn3)cc2)CC1,7,4,-11,2,6,-8
OC1(c2ccc(Cl)cc2)CCN(Cc2c[nH]c3ccccc23)CC1,-10,26,6,-1,-2,-7

# Other structures:
SMILES,SENP8 block-1,SENP7 inh,Apaf1 inhib,NALP3 yeast inh,PfGluPho inh,SENP1 FRET inh,SENP6 block,SENP8 block-2,HKDC1 inhibitor
COc1ccc(OC)c(C(C(=O)NCc2ccco2)N(C(=O)Cn2nnc3ccccc32)C(C)C)c1 (stereo not given),0,0,-23,-8,-11,2,5,13,-5
CC(c1ccccc1)n1c(CO)nc2ccccc21 (stereo not given),14,-2,5,21,3,-1,-11,8,3
Cc1cccc(NC(=O)[C@@H](CC(C)C)NC(=O)[C@@H]2Cc3ccccc3CN2)c1,-3,7,6,10,4,-1,-3,0,-4
CCOC(=O)C1(CCCc2ccccc2)CCN(C(=O)CSC)CC1,9,-1,1,22,6,1,4,12,-4
Cc1cc(C)c(NC(=O)C2CCC(=O)N2)c(C)c1 (stereo not given),7,1,-2,17,-3,1,-4,5,12
CC1CCCCN1C(=O)CSc1nc2ncccc2[nH]1 (stereo not given),1,0,-4,4,15,-5,5,-36,0
Nc1ncn(C(=O)c2ccco2)n1,-14,-5,-3,15,-13,2,-13,19,3
CC(C)(CO)NCC(=O)Nc1cc(C(F)(F)F)cc(NC(=O)CNC(C)(C)CO)c1Cl,2,-5,-2,-2,-13,1,-4,23,15
Cc1cc(C)cc(NC(=O)c2ccc3nc[nH]c3c2)c1,-7,0,8,8,12,1,3,10,-8
Cc1ccc(CNC(=O)/C(C#N)=C\c2ccc(N(C)C)cc2)cc1,2,1,15,9,nt,nt,-10,nt,nt
O=C(N/N=C/c1ccc(Cl)cc1Cl)c1ccc2nc[nH]c2c1,-5,0,8,3,8,5,-16,11,0
CC1=C(C(=O)OC2CCCC2)C(c2coc3ccccc3c2=O)C2=C(CC(C)(C)CC2=O)N1 (stereo not given),-2,4,13,-8,-26,-9,0,2,15
S=C(NCCc1ccccn1)Nc1cc(Cl)cc(Cl)c1,-7,-8,8,18,15,-1,9,2,3
O=C(/C=C/c1ccc(Cl)cc1)NC(=S)Nc1ccccc1C(=O)O,5,9,13,14,4,3,-10,-2,11
Cn1cc(SCC(N)=O)c2ccccc21,-6,-8,11,2,11,2,-17,20,-10
COc1ccc(N(CC(=O)NCc2ccccc2Cl)S(=O)(=O)c2c(C)n[nH]c2C)cc1,-2,3,2,3,-2,0,7,6,-2
COC(=O)c1c(C)[nH]c(C(=O)OCC(=O)c2ccc(C)s2)c1C,-20,-2,23,22,12,2,-17,0,-1
CCn1ncc([N+](=O)[O-])c1C(=O)N1CCCC1,-6,0,-7,7,6,1,-2,25,-2
CN(C(=O)c1cccc(NC(=O)Cc2cccc(NC(=O)C3CCN(C(=O)C4CC4)CC3)c2)c1)C1CCC1,nt,nt,nt,nt,5,-20,nt,4,-4
Nc1ncnc2c1ncn2[C@@H]1O[C@H](CNC(=O)[C@@H](N)C2CCCCC2)[C@@H](O)[C@H]1O,nt,-2,5,nt,-1,1,nt,7,-4
C=CCNC(=O)c1ccc2c(c1)nnn2C,1,0,-2,3,5,0,-10,21,0
S=C(c1ccccc1)N1CCSCC1,-12,-5,4,-31,3,0,-28,15,-5
Cc1cc(N2CCOCC2)nc2ccc(NC(=S)NC(C)C)cc12,-3,-1,7,12,1,-44,-23,-306,9
C=CCNC(=O)c1n[nH]c2c1CC(C(C)(C)CC)CC2 (stereo not given),-6,1,14,12,21,2,-3,11,-1

# Structural class: the compounds so far containing an NH in an aromatic ring (8)
SMILES,SENP8 block-1,SENP7 inh,Apaf1 inhib,NALP3 yeast inh,PfGluPho inh,SENP1 FRET inh,SENP6 block,SENP8 block-2,HKDC1 inhibitor
COc1ccc(-c2[nH]ncc2CN2CCCO2)c(F)c1,-5,-5,-3,-3,-9,-1,-5,16,1
OC1(c2ccc(Cl)cc2)CCN(Cc2c[nH]c3ccccc23)CC1,-7,-10,11,26,6,-1,-2,11,-7
CC1CCCCN1C(=O)CSc1nc2ncccc2[nH]1 (stereo not given),1,0,-4,4,15,-5,5,-36,0
Cc1cc(C)cc(NC(=O)c2ccc3nc[nH]c3c2)c1,-7,0,8,8,12,1,3,10,-8
O=C(N/N=C/c1ccc(Cl)cc1Cl)c1ccc2nc[nH]c2c1,-5,0,8,3,8,5,-16,11,0
COc1ccc(N(CC(=O)NCc2ccccc2Cl)S(=O)(=O)c2c(C)n[nH]c2C)cc1,-2,3,2,3,-2,0,7,6,-2
COC(=O)c1c(C)[nH]c(C(=O)OCC(=O)c2ccc(C)s2)c1C,-20,-2,23,22,12,2,-17,0,-1
C=CCNC(=O)c1n[nH]c2c1CC(C(C)(C)CC)CC2 (stereo not given),-6,1,14,12,21,2,-3,11,-1

# Screening results (PubChem)
